# GPR55 LPI antagonism: inhibition of LPI-stimulated GPR55 beta-arrestin translocation – imaging, U2OS, beta-arrestin-GFP, LPI agonist, primary screen (AID 2013); U2OS GPR55 beta-arrestin-GFP translocation imaging, LPI antagonism; higher % means a stronger effect; 290,000 tested, 0.13% active; one-dose inhibition, % at 10 µM; IC50 in µM for titrated hits;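 active = spots per cell inhibited over 60%, with over 100 cells counted and total cytoplasm intensity under 500,000; inconclusive = wells with under 100 cells, flagged as likely toxic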;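 also: U2OS cells stably carrying GPR55 and arrestin-GFP stimulated by 5 µM LPI near EC80; imaged beta-arrestin-GFP aggregate spots per cell after agonist stimulation; plate controls were LPI-stimulated DMSO wells for no effect and DMSO wells without LPI for full effect; some results filed as inactive read as strong as hits; confirmed hits need IC50 under 10 µM and bright autofluorescent wells are also inconclusive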
# SIAH1 antagonists: Siah-1 peptide-binding antagonists, primary screen, biochemical, fluorescence polarization, rhodamine-plectin, uHTS (AID 1817) | Siah-1 / rhodamine-plectin peptide fluorescence polarization; higher % means a stronger effect | displacement, % at 20 µM; hits with a dose series show IC50 in µM | 290,000 tested, 0.02% active;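 active = displacement of at least 50% at 20 µM, with a fluorescence ratio check between 0.3 and a set limit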;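 also: plate controls were Siah plus tracer with DMSO for no effect and tracer alone without Siah for full effect; strong numbers were not always called active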
# GPR55 activation: selective activators of receptor GPR55 – imaging, U2OS cells, beta-arrestin-GFP redistribution, primary screen (AID 1961) | U2OS GPR55 beta-arrestin-GFP redistribution imaging; higher % means a stronger effect | 290,000 tested, 0.048% active | activation, % at 10 µM; hits with a dose series show EC50 in µM;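 active = activation above 40% with more than 50 cells counted in the well; inconclusive = wells holding fewer than 50 cells, flagged as toxic or sparse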;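 also: U2OS osteosarcoma cells stably expressing GPR55 and beta-arrestin-GFP; plate controls were DMSO negative control for no effect and LPI positive control for full effect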
# Dengue-2 NS5 capping: Dengue-2 NS5 methyltransferase inhibitors, primary screen, biochemical, confirmation dose response (AID 588689); Dengue-2 NS5 methyltransferase capping enzyme assay, biochemical; higher % means a stronger effect; inhibition, % at 25 µM, or IC50 in µM where a hit was titrated; 340,000 tested, 0.3% active; in the data active = a potency from the dose series; inconclusive = inhibition above about 29% without an active follow-up result
# UTI89 phage lysis: inhibition of K1F phage lysis, E. coli UTI89, bacterial capsule biogenesis inhibitors, alamar blue (AID 488966); E. coli UTI89 K1F phage lysis, alamar blue, 2 h; higher % means a stronger effect; inhibition, % at 100 µM, or IC50 in µM where a hit was titrated; 340,000 tested, 0.02% active;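 active = phage lysis inhibition, versus mean bacterial control, above a set limit; inconclusive = no clear call, values can overlap the other calls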;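 also: capsule biogenesis inhibitors block K1F phage lysis so surviving cells raise fluorescence; higher fluorescence means more inhibition of phage lysis; actives were called in the ten point dose series up to 300 µM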
# NTR1 ag: NTR1-driven beta-arrestin-GFP spot formation – imaging, U2OS cells, high content, primary screen (AID 493036). activation, % at 20 µM. agonist mode. 330,000 tested, 0.17% active;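 active = activation at or above 40% of the spot to cytoplasm intensity ratio, with at least 20 cells analyzed; inconclusive = wells under 20 cells, flagged as cytotoxic or low count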;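 also: 0% = DMSO without peptide and 100% = 100 nM NTR1 peptide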
# Target sequence (P30989 whole entry, looked up): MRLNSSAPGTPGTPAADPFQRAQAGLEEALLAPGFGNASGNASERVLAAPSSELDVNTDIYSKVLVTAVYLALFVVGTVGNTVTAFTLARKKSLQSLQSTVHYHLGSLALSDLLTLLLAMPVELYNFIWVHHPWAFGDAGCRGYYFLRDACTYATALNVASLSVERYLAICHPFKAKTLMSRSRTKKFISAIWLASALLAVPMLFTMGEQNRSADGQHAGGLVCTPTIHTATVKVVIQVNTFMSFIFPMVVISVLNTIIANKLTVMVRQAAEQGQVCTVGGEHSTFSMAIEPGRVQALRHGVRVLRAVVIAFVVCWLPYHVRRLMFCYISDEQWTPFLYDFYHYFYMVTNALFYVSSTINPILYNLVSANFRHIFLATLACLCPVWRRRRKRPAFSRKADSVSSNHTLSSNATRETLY
# HIV fusion peptide: cell-free HIV fusion peptide-binding blockers – biochemical, uHTS, fluorescence dequenching, primary screen (AID 1986) | cell-free peptide binding, fluorescence dequenching, 30 min; higher % means a stronger effect | one-dose inhibition, % at 20 µM; IC50 in µM for titrated hits | 290,000 tested, 0.3% active; in the data active = inhibition mostly above about 52%, no sharp cut-off; inactive = mostly below about 76%; also: some results filed as inactive read as strong as hits
# AID2073: disruptors of CaV2.2 binding to Mint1 – biochemical, HTRF (AID 2073) | one-dose inhibition, % at 20 µM; IC50 in µM for titrated hits | HTRF protein-protein interaction, Mint1-CaV2.2; higher % means a stronger effect | 290,000 tested, 0.19% active; in the data active = inhibition mostly above about 51%, no sharp cut-off; inconclusive = no clear call, values can overlap the other calls; inactive = mostly below about 53%; also: some results filed as inactive read as strong as hits
# GPR35 antagonists: inhibition of zaprinast-stimulated GPR35 beta-arrestin translocation – imaging, U2OS, beta-arrestin-GFP, zaprinast agonist, primary screen (AID 2058); U2OS GPR35 beta-arrestin-GFP translocation imaging, zaprinast antagonism; higher % means a stronger effect; inhibition, % at 10 µM; hits with a dose series show IC50 in µM; 290,000 tested, 0.052% active;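 active = inhibition of at least 50% with at least 30 cells and total cytoplasm GFP at most 10,000,000; inconclusive = under 30 cells or total GFP of 10,000,000 plus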
# NTR1 ag cell count 20 µM: also measured in NTR1 ag; calls as there; cell count; measured here: cell count, cytotoxicity flag
# Dengue-2 NS5 capping pilot replicate: recorded beside Dengue-2 NS5 capping, whose call it bears; inhibition, %; measured here: pilot screen replicate inhibition
# The depositor's hits bear a star; u = inconclusive; x = not tested or not shown; [ ] = dose if it differs, or a comment. This is a random part of the collection, and some 1.2% of all compounds hit somewhere here.
SMILES,GPR55 LPI antagonism,SIAH1 antagonists,GPR55 activation,Dengue-2 NS5 capping,UTI89 phage lysis,NTR1 ag,NTR1 ag cell count 20 µM,HIV fusion peptide,AID2073,GPR35 antagonists,others
O=C(C1=C[C@@H]2[C@H]3C(=O)N(c4ccccc4Cl)C(=O)[C@H]3[C@@H](C(=O)c3ccc(Cl)cc3)N2C=C1)c1ccccc1,-11%,8%,0.3%,x,x,1.1,79,37%,20%,0%,
CCn1c(SC)nc2c(c1=O)SC(C)C2 (stereo unspecified),3%,-9%,0.0%,-8%,0.6%,0.2,50,-2.3%,3%,-4%,
CCC(C)NC(=O)c1c(-c2cc(Cl)c(OC)c(Cl)c2)noc1C (stereo unspecified),-2%,-6%,0.3%,-5%,14%,-1.1,78,0.3%,22%,-3%,
CCOC(=O)c1c(C)sc2c1N(C(=O)CN(CC)CC)c1cc(Cl)ccc1S2,28%,2%,0.3%,-6%,0.0%,1.1,50,-2.2%,-19%,7%,
Cc1ccccc1CS(=O)(=O)Cc1ccc(C(=O)NC2CCCC2)o1,8%,0%,-0.1%,4%,0.5%,-0.3,53,-0.3%,-1%,2%,
O=C(CCc1ccccc1)Nc1ccc(NC(=O)C2CC2)nc1,10%,-2%,-0.2%,4%,1.2%,-3.1,73,-0.2%,6%,4%,
Cc1ccc(Cn2c(=O)oc3ccccc32)cc1,1%,1%,0.0%,-2%,0.2%,-0.8,53,-1.0%,-1%,4%,
CCn1c(CNc2ccc(F)cc2)nnc1SCC#N,5%,1%,0.2%,-13%,0.2%,-0.7,75,-0.8%,-13%,10%,
CSc1ccccc1OCc1cc(C(=O)N(C)CCn2nc(C)cc2C)no1,4%,-7%,-0.1%,-5%,0.1%,3.5,77,2.2%,u,3%,
CN1CCN(C2=Cc3ccccc3Sc3cc(F)ccc32)CC1,27%,4%,-0.4%,3%,-4.3%,2.0,51,-2.7%,5%,-7%,
CN1CCN(C(=O)/C=C\C(=O)O)CC1,13%,-4%,-0.2%,-6%,2.9%[50 µM],1.9,87,1.0%,-7%,3%,
CSCCCNC(=S)Nc1ccc(N2CCOCC2)cc1N1CCOCC1,13%,0%,-0.6%,-8%,1.0%,1.4,47,1.5%,-5%,-9%,
Cc1cc(C)c(C)c(C(=O)c2ccccc2C(=O)O)c1C,-3%,16%,0.0%,2%,0.1%,-1.7,41,1.6%,3%,2%,
Cc1cccc(Nc2nc(N)nc(CSc3nccn3C)n2)c1,23%,0%,-0.1%,-2%,0.1%,-0.5,83,-3.1%,12%,0%,
COc1ccc(CCNC(=O)C2CCC(=O)N2CCc2ccccc2)cc1OC (stereo unspecified),6%,9%,-0.6%,-8%,0.0%,-0.7,59,0.6%,2%,3%,
CCOC(=O)CCc1c(C)c2ccc(OC3CCCCC3=O)cc2oc1=O (stereo unspecified),-1%,1%,-0.1%,0%,0.1%,0.4,61,-1.7%,15%,-18%,
Cc1c(/C=C/C(=O)c2ccc(C(C)C)cc2)cnn1C,10%,5%,0.2%,2%,-1.1%,1.6,34,0.2%,15%,-4%,
CCOc1cc(/C=N/N=C(N)N)ccc1OCc1ccc(Cl)cc1,15%,-7%,-0.3%,-6%,-0.9%,x,x,-0.5%,-2%,x,
O=C(c1ccco1)N(CCO)Cc1cc2cc3c(cc2[nH]c1=O)OCO3,-13%,5%,0.1%,-1%,-0.8%,-0.1,45,-0.4%,-7%,-5%,
Cc1cc(C(=O)COC(=O)c2cccs2)c(C)n1-c1c(C)n(C)n(-c2ccccc2)c1=O,5%,-2%,-0.1%,-7%,0.2%,-0.4,93,27%,6%,10%,
Cc1cc(C)cc(NC(=O)CSc2nnc(Cn3c(=O)sc4ccccc43)n2C)c1,-2%,8%,-0.5%,20%,0.2%,1.3,55,-2.3%,-2%,-5%,
CCN(CC)S(=O)(=O)c1ccc(C(=O)Nc2c3c(nn2C(C)(C)C)CS(=O)(=O)C3)cc1,-9%,-2%,-0.2%,-8%,9.9%,-0.7,55,-1.5%,6%,-8%,
Cc1ccc(C)c(N2CCN(CCCNC(=O)CCn3c(=O)c4cccn4c4cccnc43)CC2)c1,0%,1%,0.1%,-8%,7.0%,1.5,65,-1.8%,11%,-4%,
CC(NC(=O)Cn1nc(-c2ccccc2)c2ccccc2c1=O)c1ccccc1 (stereo unspecified),-1%,-3%,-0.1%,-6%,1.5%,-2.0,82,-1.7%,-7%,-5%,
O=C1Nc2ccc(Cl)cc2C(=O)C1(F)c1ccccc1 (stereo unspecified),14%,18%,0.3%,x,x,2.2,66,-0.9%,-25%,5%,
CN(C)c1ccc(CNc2ccccn2)cc1,-4%,12%,-0.3%,x,0.9%,1.6,49,-1.2%,0%,1%,
O=C(CCn1cnc2ccccc2c1=O)Nc1nc2c(s1)CCCC2,3%,0%,-0.1%,-4%,0.7%,1.5,55,-1.9%,-4%,-12%,
CCN(CCC#N)c1ccc(/C=N/Nc2nc(C)cc(=O)[nH]2)c(C)c1,-4%,3%,1.1%,-7%,0.1%,1.3,95,1.2%,1%,4%,
Cc1cccc(NC(=O)c2cc(S(=O)(=O)N3CCCCC3)c[nH]2)c1C,2%,1%,0.3%,-7%,0.1%,-2.5,38,1.8%,0%,-7%,
CS(=O)(=O)c1ccc2nc(NC(=O)Nc3ccccc3F)sc2c1,-13%,-2%,-0.2%,-6%,0.0%,-1.0,65,0.7%,43%,5%,
CN1CCN(C(=O)CCN2C(=O)/C(=C/c3cccc(Br)c3)SC2=S)CC1,-3%,-6%,0.5%,-11%,-0.9%,0.1,55,1.5%,-12%,7%,
c1ccc(N(c2ccccc2)c2nc(N3CCCC3)nc(-n3ccnc3)n2)cc1,29%,2%,0.3%,-7%,0.3%,48*,67*,-0.5%,-7%,12%,
COc1cccc(CN2CC(C(=O)NCCCCc3ccccn3)CCC2=O)c1 (stereo unspecified),6%,4%,-0.1%,-6%,-0.1%,1.0,52,-1.1%,4%,7%,
CCOC(=O)c1cc(-c2ccccc2)n(CCC(=O)N2CCN(c3ccccn3)CC2)c1C,-3%,3%,0.5%,-13%,4.9%,1.6,47,0.7%,2%,9%,
O=C(Cn1c(=O)sc2ccccc21)Nc1ccc(O)cc1,-10%,-1%,0.0%,-2%,-0.1%,2.8,46,0.0%,-19%,0%,
COc1cccc(NC(=O)CN2C(=O)C3(OCCCO3)c3ccccc32)c1,15%,2%,-0.1%,-2%,3.0%,-0.2,57,-2.3%,1%,0%,
CCn1c(SCc2ccccc2)nnc1-c1ccc(S(=O)(=O)N2CCCCC2)cc1,-4%,-6%,0.0%,2%,-1.0%,1.3,58,0.5%,1%,11%,
COc1ccccc1CC(=O)NN1C(=O)c2ccccc2C1=O,7%,4%,-0.3%,-4%,0.4%,-0.3,61,-1.5%,1%,-13%,
CC(=O)Nc1c(C(=O)O)oc2ccccc12,-1%,-1%,-0.2%,-8%,0.0%,-0.7,93,0.2%,24%,5%,
O=c1[nH]c(C2CCCN(S(=O)(=O)c3ccccc3)C2)nc2c1nnn2Cc1ccccc1 (stereo unspecified),-7%,0%,0.2%,-4%,7.2%,2.7,76,0.4%,-4%,-12%,
C=CCN(C(=O)CNS(=O)(=O)c1ccccc1)C(C(=O)NCCOC)c1ccncc1 (stereo unspecified),3%,2%,0.3%,4%,-2.7%,-1.2,81,-1.1%,-2%,22%,
COC(=O)c1ccc(CNC(=O)COC(=O)c2cc(Cl)nc(Cl)c2)cc1,8%,10%,-0.1%,-1%,0.5%,-2.6,66,-1.4%,7%,5%,
O=C(Cc1ccccc1F)Nc1nc2ccccc2[nH]1,-1%,5%,0.7%,-4%,0.3%,-0.1,57,0.4%,2%,-27%,
Cc1c(C(=O)N2CC3(CC(c4cccc(NC(=O)[C@H]5CCC(=O)N5)c4)=NO3)C[C@@H]2C(N)=O)cc([N+](=O)[O-])cc1[N+](=O)[O-] (stereo partly specified),9%,12%,0.4%,-5%,-0.2%,-4.9,79,-1.6%,2%,-14%,
CN(Cc1ccccc1)Cc1nc2c([nH]1)c(=O)n(C)c(=O)n2C,2%,6%,-0.2%,0%,-0.4%,0.4,87,7.8%,12%,-2%,
COC(=O)C(CC(=O)c1ccc(C)cc1)n1nc(C)cc1C (stereo unspecified),-2%,-2%,0.3%,-1%,0.2%,0.5,73,0.3%,13%,-5%,Dengue-2 NS5 capping pilot replicate=-4.9
COc1ccc(OC)c2sc(NNC(=O)COc3ccccc3)nc12,9%,6%,-0.2%,-4%,0.5%,-0.3,51,-1.0%,-6%,-7%,
Cc1ccccc1CNC(=O)CCCC(=O)n1nc(C)c2ccccc21,-14%,-1%,-0.2%,-7%,0.1%,0.3,56,-0.4%,8%,-16%,
CCOC(=O)C(C)Sc1ncc(OC)c(Sc2ccc(Cl)cc2)n1 (stereo unspecified),5%,-2%,0.4%,-4%,0.4%,10,58,0.3%,12%,1%,
O=C1CC(N2CCC(O)CC2)C(=O)N1c1ccc(Br)cc1 (stereo unspecified),-7%,8%,1.0%,x,0.2%,-1.6,66,-1.7%,0%,1%,
OCCN(CCO)CC(O)COCCC12CC3CC(CC(C3)C1)C2 (stereo unspecified),-2%,-6%,-0.1%,-1%,0.0%,0.7,40,-2.5%,-5%,7%,
OCCOCCOCCn1c2ccccc2c2ccccc21,-8%,-2%,0.2%,-1%,2.2%,-1.0,79,-0.5%,-6%,0%,
Nc1nonc1-n1nnc(C(=O)N/N=C/c2ccc(Br)cc2)c1CN1CCOCC1,10%,2%,-0.2%,-7%,-1.5%,0.9,62,0.3%,5%,-6%,
Cc1ccc(CN2CCN(Cc3ccc4ncccc4c3)CC2CCO)cc1 (stereo unspecified),-1%,-1%,-0.1%,1%,-1.0%,-1.6,45,-1.1%,-9%,25%,
